CD11b adhes inh – blocks human CD11b/CD18 adhesion to fibrinogen | P05107+P11215 | K562 CD11b/CD18 adhesion to fibrinogen, ATPlite luminescence; Mn2+ added to activate the integrin | inhibition, % at 10 µM | actives 0.54% (n = 93,000) | AID 1497;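 active = primary inhibition of 50% or more at 10 µM, then 40% or more on retest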; note: some results filed as inactive read as strong as hits
Pyk2 oligo antag – antagonists of human Pyk2 oligomerization; Q14289; Q293 cells, Pyk2 FERM NanoBiT luminescence; stronger effect = lower value; z-score (the deposit names both 25 µM and 10 µM); actives 0.83% (n = 99,000); AID 1347419;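 active = Z-score of -3 or lower, scaled per plate to the spread of control and sample wells; inactive = z-score above -3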;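 note: negative z-score means lost luminescence so less FERM oligomerization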
Target sequence (Q14289 whole entry, looked up): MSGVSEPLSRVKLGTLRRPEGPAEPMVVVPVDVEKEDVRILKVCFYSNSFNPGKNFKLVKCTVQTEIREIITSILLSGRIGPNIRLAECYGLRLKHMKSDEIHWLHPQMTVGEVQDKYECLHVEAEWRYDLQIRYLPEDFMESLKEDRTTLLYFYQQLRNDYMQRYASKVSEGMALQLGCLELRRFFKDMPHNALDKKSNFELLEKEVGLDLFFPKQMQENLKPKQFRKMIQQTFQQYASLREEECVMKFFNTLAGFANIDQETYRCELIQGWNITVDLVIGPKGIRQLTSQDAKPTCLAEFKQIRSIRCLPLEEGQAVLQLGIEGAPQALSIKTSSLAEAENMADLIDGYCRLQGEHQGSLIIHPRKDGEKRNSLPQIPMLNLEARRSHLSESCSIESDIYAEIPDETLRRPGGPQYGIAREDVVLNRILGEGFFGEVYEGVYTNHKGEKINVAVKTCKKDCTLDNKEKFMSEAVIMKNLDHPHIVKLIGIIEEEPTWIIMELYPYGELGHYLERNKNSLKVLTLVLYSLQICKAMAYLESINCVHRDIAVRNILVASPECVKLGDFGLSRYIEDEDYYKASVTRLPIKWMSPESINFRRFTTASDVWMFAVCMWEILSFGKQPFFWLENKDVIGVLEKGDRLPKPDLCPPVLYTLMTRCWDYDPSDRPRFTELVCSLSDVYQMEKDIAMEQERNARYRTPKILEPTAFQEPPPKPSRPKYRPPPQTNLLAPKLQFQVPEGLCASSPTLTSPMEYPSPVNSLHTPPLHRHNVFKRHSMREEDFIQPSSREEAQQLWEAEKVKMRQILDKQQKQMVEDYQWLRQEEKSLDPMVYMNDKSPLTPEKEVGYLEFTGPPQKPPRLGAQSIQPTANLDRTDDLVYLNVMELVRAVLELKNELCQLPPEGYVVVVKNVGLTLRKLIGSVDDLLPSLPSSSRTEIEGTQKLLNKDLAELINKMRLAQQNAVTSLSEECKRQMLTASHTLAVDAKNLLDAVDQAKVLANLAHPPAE
CD11b adhes enh – CD11b/CD18-fibrinogen binding enhancement; P05107+P11215; K562 CD11b/CD18 adhesion to fibrinogen, ATPlite luminescence; activation, % at 10 µM; actives 0.07% (n = 93,000); AID 1499;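 active = 10 µM primary screen giving 50% or more activity, confirmed by 40% or more on retest at that dose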; note: strong numbers were not always called active; reference of the scale not given here
MT1-MMP txn act – MT1-MMP promoter transcription activation | HT1080 MT1-MMP promoter luciferase reporter, luminescence, overnight; stronger effect = higher value | activation factor at 10 µM | actives 0.16% (n = 86,000);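 active = activation factor of at least 2 for MT1-MMP transcription at 10 µM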
Numbers without * were called inactive; x = not tested or not shown; & = joins results of further samples. This is a subset (hit frequency here may not be typical).

SMILES	CD11b adhes inh	Pyk2 oligo antag	CD11b adhes enh	MT1-MMP txn act
O=C(CN1CC(c2ccccc2)CC1=O)NCc1ccc(F)cc1 (stereo not given)	x	x	x	1.1
O=c1[nH]c2ccccc2n1C1CCN(CCCC(c2ccc(F)cc2)c2ccc(F)cc2)CC1	x	x	x	0.1
COC(=O)[C@@H]1C[C@@]2(O)[C@@H](O)[C@@H](O)[C@@H](O)C[C@H]2N1Cc1cccnc1	x	x	x	1
C[N+]1(C)[C@@H]2CC[C@H]1CC(OC(=O)C(CO)c1ccccc1)C2 (stereo not given in full)	x	x	x	1.1
O=C(Oc1ccc([N+](=O)[O-])cc1)N1CCC(N2CCCCC2)CC1	x	x	x	1.2
COc1ccc(CN2CCN(C(=O)Cc3ccccc3)CC2)c(OC)c1	x	x	x	1.1
O=C(CN1CC(c2ccccc2)CC1=O)Nc1ccc(F)cc1 (stereo not given)	x	x	x	1.1
O=C(CN1CC(c2ccccc2)CC1=O)Nc1cccc(F)c1 (stereo not given)	x	x	x	1.4
CCCC[C@@H]1C[C@H]1[C@@H](NP(=O)(c1ccccc1)c1ccccc1)c1ccc(Cl)cc1	x	x	x	1.1
O=C(Nc1ccncc1)c1c(O)c2ccccc2n(Cc2ccccc2)c1=O	x	x	x	1.1
COC(=O)[C@H]1C[C@@H]1[C@H](NP(=O)(c1ccccc1)c1ccccc1)c1ccccc1	x	x	x	1.1&1.1
CN1CC[C@@]23CCCC[C@@H]2[C@@H]1Cc1ccc(O)cc13	x	x	x	1.2
COc1cc(N2CCOCC2)ccc1C=C1C(=O)NC(=O)NC1=O	x	x	2	x
CC(C(=O)Nc1ccc(Cl)cc1Cl)N1CC=C(c2ccccc2)CC1 (stereo not given)	11	x	1	x
O=C1NC(=O)N(Cc2ccco2)C(=O)/C1=C/c1cccn1CCOc1ccccc1Cl	4	x	77	x
CCN(CC)c1ccc(N=Cc2c(O)n(CCc3ccc(OC)c(OC)c3)c(=O)[nH]c2=O)cc1	37	x	25	x
CCC(C)C1(CC)C(=O)NC(=O)N=C1N (stereo not given)	14	x	3	x
COC(=O)C(O)(c1ccc(N(C)C(=O)COc2ccccc2)cc1)C(F)(F)F (stereo not given)	12	x	-4	x
COc1cc(/C=C/C(=O)c2c(O)n(CCc3ccccc3)c(=O)[nH]c2=O)ccc1O	16	x	0	x
Cc1ccc2c(CN3CC=C(c4ccccc4)CC3)cc(=O)oc2c1C	-5	x	34	x

An excerpt from above in order of number of heavy atoms, rising.
SMILES	CD11b adhes inh	Pyk2 oligo antag	CD11b adhes enh	MT1-MMP txn act
CN1CC[C@@]23CCCC[C@@H]2[C@@H]1Cc1ccc(O)cc13	x	x	x	1.2
Cc1ccc2c(CN3CC=C(c4ccccc4)CC3)cc(=O)oc2c1C	-5	x	34	x
COC(=O)C(O)(c1ccc(N(C)C(=O)COc2ccccc2)cc1)C(F)(F)F (stereo not given)	12	x	-4	x
COc1cc(/C=C/C(=O)c2c(O)n(CCc3ccccc3)c(=O)[nH]c2=O)ccc1O	16	x	0	x

The list goes on:
SMILES	CD11b adhes inh	Pyk2 oligo antag	CD11b adhes enh	MT1-MMP txn act
O=c1[nH]c(=O)n(CCC2=CCCCC2)c(O)c1/C=N/Nc1ccccc1	0	x	4	x
CN1c2ccc([N+](=O)[O-])cc2CC2(C(=O)NC(=O)N(c3ccc(Br)cc3)C2=O)C1c1ccccc1 (stereo not given)	32	x	16	x
CCCCn1c(O)c(/C=N/N2CCCCC2c2cccnc2)c(=O)[nH]c1=S (stereo not given)	38	x	1	x
CC(C)OP(=O)(OC(C)C)C(O)c1ccc(Br)cc1 (stereo not given)	-3	x	8	x
O=c1[nH]c(=O)n(-c2ccccc2)c(O)c1/C=C/C=Nc1ccccc1	-7	x	5	x
CCOP(=O)(OCC)C(NC(=O)c1ccccc1C)C(Cl)(Cl)Cl (stereo not given)	7	x	-2	x
O=C(O)c1cccc2c1NC(C(=O)O)C1CC(Sc3ccccc3[N+](=O)[O-])C(Cl)C21 (stereo not given)	-26	x	-3	x
O=C1NC(=O)N(Cc2ccccc2)C(=O)/C1=C/N1CCCc2ccccc21	-27	x	-4	x
Cc1cc(Oc2ccc(C(F)(F)F)cc2[N+](=O)[O-])c2c3c(c(=O)oc2c1)CCCC3	12	x	13	x
CCOP(=O)(OCC)C(NC(=O)c1ccc(C)cc1)=C(Cl)Cl	5	x	1	x

5 compounds drawn at random from the list so far:
SMILES	CD11b adhes inh	Pyk2 oligo antag	CD11b adhes enh	MT1-MMP txn act
O=c1[nH]c(=O)n(CCC2=CCCCC2)c(O)c1/C=N/Nc1ccccc1	0	x	4	x
CCOP(=O)(OCC)C(NC(=O)c1ccc(C)cc1)=C(Cl)Cl	5	x	1	x
Cc1cc(Oc2ccc(C(F)(F)F)cc2[N+](=O)[O-])c2c3c(c(=O)oc2c1)CCCC3	12	x	13	x
O=C1NC(=O)N(Cc2ccccc2)C(=O)/C1=C/N1CCCc2ccccc21	-27	x	-4	x
CCCCn1c(O)c(/C=N/N2CCCCC2c2cccnc2)c(=O)[nH]c1=S (stereo not given)	38	x	1	x

Remaining list, next part:
SMILES	CD11b adhes inh	Pyk2 oligo antag	CD11b adhes enh	MT1-MMP txn act
O=c1[nH]c(=O)n(-c2cccc3ccccc23)c(O)c1/C=N/N1CCCCC1c1cccnc1 (stereo not given)	-3	x	0	x
CCN1C(=O)C(=Cc2cc(C)n(C3CC3)c2C)C(=O)N(CC)C1=S	-6	x	11	x
N#CCC(=O)NN1Cc2ccccc2C1=N	-3	x	0	x
CN1C(=O)C(=Cc2ccccc2OCc2ccccc2Cl)C(=O)N(C)C1=O	12	x	0	x
CCOP(=O)(OCC)C(O)c1ccc(Br)cc1 (stereo not given)	3	x	0	x
CCc1ccc(N2C(=O)NC(=O)/C(=C/c3cccn3CCOc3ccc(C)cc3)C2=O)cc1	-2	x	60	x
Fc1ccc(C2NCCc3[nH]cnc32)cc1 (stereo not given)	-7	x	1	x
COc1ccc(/C=C2/C(=O)NC(=O)N(c3ccc(C)c(C)c3)C2=O)cc1CN1C(=O)c2ccccc2C1=O	6	x	2	x
Cc1ccc(-n2c(-c3ccc([N+](=O)[O-])cc3)nc3ccccc3c2=O)cc1	-2	x	-1	x
COc1ccc(C(C)=O)cc1CC(C(=O)c1ccc(C)c(C)c1)N(C)C (stereo not given)	10	x	0	x
Cn1cccc1/C=C1\C(=O)NC(=O)N(CCC2=CCCCC2)C1=O	0	x	61	x
CCc1ccc(N2C(=O)NC(=O)/C(=C/c3cccn3CCOc3ccc(C(C)CC)cc3)C2=O)cc1 (stereo not given)	9	x	48	x
Cc1nn(Cc2ccccc2)c(Cl)c1C(=O)NC1CCCc2ccccc21 (stereo not given)	22	x	8	x
COc1ccc(NC(=O)c2c(C)nn(Cc3ccccc3Cl)c2Cl)cc1Cl	15	x	0	x
O=C1NC(=O)C(CCc2ccncc2)(Cc2cccc(Cl)c2Cl)C(=O)N1c1ccc(Br)cc1 (stereo not given)	20	x	2	x
CCc1nc2ccccc2c(=O)n1-c1ccccc1[N+](=O)[O-]	3	x	10	x
CCOC(=O)c1nc2ccccc2c(=O)n1-c1ccc(C)cc1C	-4	x	-2	x
O=P(NCc1ccccc1)(Oc1ccccc1)Oc1ccccc1	10	x	11	x
Cc1ccccc1-n1c(O)c(/C=C2/C(c3ccccc3)=Nc3ccccc32)c(=O)[nH]c1=O	26	x	-4	x
CC/C(=N\N1CCN(C)CC1)c1c(O)[nH]c(=O)[nH]c1=O	-4	x	4	x
CCOC(=O)c1c(C)n(C(C)C)c2ccc(OC(=O)c3ccc(N4C(=O)CCC4=O)cc3)cc12	32	x	43	x
COc1ccc(Cn2c(O)c(/C=N/NC(=O)c3ccccc3)c(=O)[nH]c2=O)cc1	4	x	4	x
CCCOP(=O)(OCCC)C(NC(=O)c1ccccc1)=C(Cl)Cl	-3	x	-1	x
O=C1/C(=C/c2ccc3c(c2)OCO3)N2CCC1CC2	7	x	-1	x
Cc1sc(-n2c(C)cc(C=C3C(=O)NC(=O)NC3=O)c2C)c(C#N)c1C	32	x	77	x
COc1ccc(C(C)=O)cc1CC(C(=O)c1ccc(C)cc1)N(C)C (stereo not given)	3	x	-1	x
CCc1cccc(CC)c1NC(=S)N1CC2CC(C1)c1cccc(=O)n1C2 (stereo not given)	-5	x	1	x
CN1c2ccc([N+](=O)[O-])cc2CC2(C(=O)NC(=O)N(c3ccccc3)C2=O)C1c1ccccc1 (stereo not given)	9	x	-4	x
COc1ccccc1N1C(=O)NC(=O)/C(=C/c2ccc3c4c(cccc24)CC3)C1=O	14	x	7	x
CCCCn1c(NS(=O)(=O)c2ccc(C)cc2)c(C(=O)OCC)c2nc3ccccc3nc21	x	-1.2	x	x
CCc1ccc(N2C(=O)NC(=O)/C(=C\c3cccn3CCOc3ccc(C(C)C)cc3)C2=O)cc1	x	-1.4	x	x
COCCCNC(=O)c1c(NC(=O)c2ccccc2)n(Cc2ccccc2)c2nc3ccccc3nc12	x	-0.02	x	x
O=C(N/N=C/c1c(O)n(-c2ccccc2)c(=O)[nH]c1=O)c1ccncc1	x	0.42	x	x
Cc1cccc(C)c1OP(N)(=O)OCC(F)(F)F (stereo not given)	x	-0.15	x	x
CN(C)c1ccc(/C=C2\CC3C4CC=C5CC(O)CCC5(C)C4CCC3(C)C2=O)cc1 (stereo not given)	x	-0.08	x	x
Cc1ccc(S(=O)(=O)N2CCCCC2)cc1NC(=O)CN1CC=C(c2ccccc2)CC1	x	1.1	x	x
CCN(CC)S(=O)(=O)c1ccc(C)c(NCC(=O)Nc2ccc(C#N)c(Cl)c2)c1	x	-1.3	x	x
CC(C)(C)n1cccc1/C=C1\C(=O)NC(=O)N(c2ccccc2)C1=O	x	0.73	x	x
COCCNC(=O)c1c(NC(=O)c2ccc(Br)o2)n(Cc2ccccc2)c2nc3ccccc3nc12	x	-1.2	x	x
CCOP(=O)(OCC)C(NC(=O)c1ccc(C)cc1)C(Cl)(Cl)Cl (stereo not given)	x	0.87	x	x
OC(c1ccccc1)(c1ccccc1)C1CCCN1 (stereo not given)	x	1.1	x	x
O=C(NC1CN2CCC1CC2)c1cc(Cl)c([N+](=O)[O-])c2nc[nH]c12 (stereo not given)	x	0.55	x	x
Cc1ccc(C(=O)Nc2ccc(Cl)cc2C(=O)c2ccccc2)cc1	x	-1.1	x	x
O=C1NC(=O)N(c2ccccc2)C(=O)/C1=C/c1ccc(Sc2ccccc2)o1	x	0	x	x
CN(C)CC1CSCCC1(O)c1ccc(Cl)cc1 (stereo not given)	x	1	x	1.2
CCOC(=O)C(NC(C)=O)C(OC(C)=O)c1cccc(N(CCCl)CCCl)c1 (stereo not given)	x	-0.15	x	1.2
Cc1nc2cc(-c3ccc(Cl)cc3)nn2c(C)c1CCC(=O)N1CCC2(CC1)OCCO2	x	0.28	x	1.1
CCNC(=O)C1OC(n2cnc3c(N)ncnc32)C(O)C1O (stereo not given)	x	1.6	x	1
CN1CCC2(CC1)NC(=O)C1=C(CN(C)CC1)N2	x	-0.57	x	1
O=c1[nH]c(=O)n(-c2cccc(Cl)c2)c(O)c1C=NCCN1CCCCC1	x	0.32	x	1.3
